# MEKK2 WT-MEK5: raises or lowers MEK5 binding to wildtype human MEKK2 PB1 domain; binding response (% of control), % at 10 µM; bead flow cytometry, Alexa488-MEK5 binding to MEKK2 WT; actives lie on both sides; hit rate 1.1% among 290,000; Q9Y2U5; AID 1531; in the data active means binding response below about 67% or above about 130%
# DNA FID counter: counter-screen for HCV NS3 helicase inhibitors: DNA intercalator displacement | inhibition, % at 7.9 µM | hit rate 0.17% among 290,000 | DNA fluorescent intercalator displacement, fluorescence; in the data active means inhibition above about 37%;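 further: 0% = vehicle and 100% = reference compound; higher means more ethidium bromide displaced from hairpin DNA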
# GPR7 antagonist: blocks human GPR7 receptor signaling; GPR7-expressing cells, fluorescence antagonist assay; hit rate 1.1% among 290,000; inhibition, % at 4.4 µM; P48145; in the data active means inhibition above about 16%, passing the limit was not always enough;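 further: cells stimulated with the agonist NPW; 0% = agonist with vehicle and 100% = vehicle without agonist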
# Target sequence (P48145 whole entry, looked up): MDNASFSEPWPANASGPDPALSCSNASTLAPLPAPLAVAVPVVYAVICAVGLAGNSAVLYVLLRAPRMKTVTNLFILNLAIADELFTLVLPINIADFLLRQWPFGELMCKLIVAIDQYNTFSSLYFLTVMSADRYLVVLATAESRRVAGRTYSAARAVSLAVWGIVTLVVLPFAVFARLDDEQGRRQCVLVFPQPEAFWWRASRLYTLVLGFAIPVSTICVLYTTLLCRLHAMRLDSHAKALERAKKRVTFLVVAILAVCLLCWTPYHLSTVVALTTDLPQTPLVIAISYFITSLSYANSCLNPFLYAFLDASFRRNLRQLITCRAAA
# OXTR agonist: activates the human oxytocin receptor | AID 2435 | hit rate 0.32% among 320,000 | CHO-OTR cells, Fluo-8 calcium fluorescence; normalized: DMSO 0%, oxytocin 100% | P30559 | activation, % at 3 µM;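 active means activation above the mean of all tested compounds plus 3 SD, cutoff set per screening run, cut at about 20% in these data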;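 further: peak over basal fluorescence ratio from a 100 s FLIPR kinetic read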
# Target sequence (P30559 whole entry, looked up): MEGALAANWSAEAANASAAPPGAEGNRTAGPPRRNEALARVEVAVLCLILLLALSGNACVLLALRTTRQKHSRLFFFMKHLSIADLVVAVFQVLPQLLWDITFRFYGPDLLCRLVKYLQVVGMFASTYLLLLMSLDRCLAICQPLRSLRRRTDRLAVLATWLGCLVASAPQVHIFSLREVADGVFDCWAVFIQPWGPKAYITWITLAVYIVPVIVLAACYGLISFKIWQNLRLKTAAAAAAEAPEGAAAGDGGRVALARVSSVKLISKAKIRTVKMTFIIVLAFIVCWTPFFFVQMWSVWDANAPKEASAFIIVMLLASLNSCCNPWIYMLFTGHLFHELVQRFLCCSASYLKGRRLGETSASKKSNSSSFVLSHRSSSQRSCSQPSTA
# NALP1 yeast inh: inhibitors of NALP1 inflammasome in yeast; S. cerevisiae NALP1/ASC/caspase-1 growth, X-gal OD620, 72 h; inhibition, % at 10 µM; hit rate 0.61% among 280,000; in the data active means inhibition mostly above about 24%, no sharp cut-off; inactive means mostly below about 32%; further: some compounds called inactive have numbers as strong as hits
# PHOSPHO1 block: inhibitors of human PHOSPHO1 phosphatase; Q8TCT1; recombinant PHOSPHO1, absorbance phosphatase assay; inhibition, % at 13.3 µM; AID 1565; hit rate 1.1% among 290,000; in the data active means inhibition above about 60%
# Target sequence (Q8TCT1 whole entry, looked up): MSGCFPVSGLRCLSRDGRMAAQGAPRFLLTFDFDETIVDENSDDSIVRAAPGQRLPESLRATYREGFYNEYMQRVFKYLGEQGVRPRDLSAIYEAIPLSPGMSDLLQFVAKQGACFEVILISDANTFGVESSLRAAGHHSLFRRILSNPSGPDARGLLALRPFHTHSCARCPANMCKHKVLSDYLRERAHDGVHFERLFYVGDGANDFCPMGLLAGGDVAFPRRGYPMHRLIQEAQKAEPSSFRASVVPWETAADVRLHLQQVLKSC
# MEKK3 PB1 HTS: raises or lowers MEK5 binding to the human MEKK3 PB1 domain; Q99759; bead-based flow cytometry, Alexa488-MEK5 binding to MEKK3; actives lie on both sides; 0 = blocked by unlabeled MEK5, 100 = vehicle; binding response (% of control), % at 10 µM; hit rate 1.4% among 290,000; AID 1529;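 active means binding response more than 3 SD above or below the average of its plate-row segment, actives on both sides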;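 further: Alexa488 bead fluorescence after subtracting the streptavidin-only scavenger bead signal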
# PfM18AAP inh: PfM18AAP enzyme inhibition. recombinant PfM18AAP, H-Glu-NHMec fluorogenic cleavage. inhibition, % at 7.35 µM. hit rate 1.2% among 290,000. AID 1822;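 active means inhibition above the campaign mean inhibition over all tested compounds plus 3 SD, cut at about 28% in these data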;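 further: 0% = plate median of test compound wells and 100% = 2 mM ZnCl2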
# MEKK2mut PB1 HTS: signal of MEK5 binding to mutant human MEKK2 PB1 domain | bead flow cytometry, Alexa488-MEK5 binding to MEKK2 mutant | percent response, % at 10 µM | hit rate 0.35% among 290,000; in the data active means percent response above about 24%, passing the limit was not always enough; further: inactives centre near 1; some results filed as inactive read as strong as hits; reference of the scale not given here
# An asterisk follows results filed as active; nt = no result given.
SMILES	MEKK3 PB1 HTS	MEKK2mut PB1 HTS	PfM18AAP inh	GPR7 antagonist	PHOSPHO1 block	NALP1 yeast inh	DNA FID counter	OXTR agonist	MEKK2 WT-MEK5
O=C(COc1ccc(Br)cc1)N1CCN(c2ccccc2)CC1	102	0	3	-5	14	3	-14	-1.2	104
CC(=O)NC(c1ccco1)c1ccc2cccnc2c1O (stereo unspecified)	96	-1	48*	-12	-15	-5	-7	0.7	99
Cc1ccc(-c2cccc(OC(=O)c3ccccc3F)c2)cc1	nt	nt	-7	-12	-1	-5	-1	-0.2	nt
Cc1noc(C)c1COc1ccc(C(=O)Nc2ccccc2)cc1	100	-4	-1	2	-30	4	-7	2.8	93
O=C(Nc1ccnn1C1CCN(Cc2cccc(OCCO)c2)CC1)C1CCCC1	101	2	-3	-14	43	15	-2	0.6	108
O=C(Cc1ccc([N+](=O)[O-])cc1)N1CCCCCC1	96	-3	2	7	5	5	-2	0.2	96
Oc1ccc(/C=N/n2c(-c3ccco3)csc2=Nc2cccnc2)c(O)c1	92	-1	12	-16	17	23	-8	-2.5	96
Cc1nn(Cc2c(F)c(F)c(F)c(F)c2F)c(C)c1NC(=O)c1ccc(COc2ccc(Cl)cc2Cl)o1	99	0	-6	12	-5	39	-36	0.8	103
Cc1nc(Nc2cc(F)ccc2C)c2nnn(Cc3ccccc3)c2n1	105	4	1	-9	14	13	-23	-0.9	103
NC(=O)c1nsc(C(=O)N(CC(=O)NC2CCCCC2)c2ccc(Cl)cc2)c1N	104	0	4	17	-13	7	-24	0.6	100
COc1cc(OC)c(NS(=O)(=O)c2cn(C)cn2)cc1Cl	99	6	0	-18	38	9	-8	0.9	103
CN(Cc1cc2ccccc2[nH]c1=O)C(=O)COc1ccccc1	99	1	4	-7	4	31	-11	-0.1	99
COc1ccccc1OCc1nc2ccccc2s1	101	2	3	-7	13	29	-10	-2.4	101
COc1ccc(OCCN(C)Cc2c(O)ccc3ccccc23)cc1	100	4	19	3	-48	2	-4	1.2	110
CCCC1Cc2c(sc(N)c2C#N)CO1 (stereo unspecified)	96	-3	-1	-11	-28	8	-11	-1.0	93
CC(Cc1cccs1)N(Cc1ccc(Cl)cc1)C(=O)c1ccncc1 (stereo unspecified)	106	7	2	14	24	5	-37	-2.5	108
COc1ccc(N2C(=O)CCC(C(C)=O)=C2C)cc1	101	-3	-2	-14	-19	20	0	0.1	97
CCSc1ncc(/C=N/Nc2ccccc2)n1C	99	-1	-6	-13	18	52	1	-1.9	96
O=C(Nc1cc(C(=O)N2CCCC2)ccc1N1CCCC1)C1CC1	92	2	-17	-12	-2	8	-2	-0.9	103
COc1ccc(C2NC(=O)CCC2[N+](=O)[O-])cc1 (stereo unspecified)	104	2	-5	-17	30	16	-4	1.6	103
O=[N+]([O-])c1ccc(O)c(C2=NNC(c3ccccc3F)C2)c1 (stereo unspecified)	102	-3	2	1	28	-11	-2	8.0	107
Cc1cccc(C(=O)NC(=S)N2CCc3ccccc3C2)c1	99	-4	9	-9	-1	23	-16	-1.8	98
Cn1c(=O)c(=O)n(C)c2cc(S(=O)(=O)N3CCCCCC3)ccc21	101	1	4	-7	-7	1	1	0.5	99
COc1ccccc1N1CCN(C(=O)c2cc(-c3ccc(C)cc3)on2)CC1	nt	nt	5	-12	-57	2	-24	-1.5	nt
Cc1ccc(CSCCNC(=O)CSCc2ccc([N+](=O)[O-])cc2)cc1	102	9	-2	27*	-2	48*	-9	-1.7	103
Cc1ccc(C(=O)N/N=C2\CCSC2)cc1[N+](=O)[O-]	100	-2	1	-3	4	18	-11	-1.2	97
CCCCN1C(=O)C2C3C=CC(C2C1=O)C1C2C(=O)N(CCCC)C(=O)C2C31 (stereo unspecified)	94	5	6	0	-11	12	-7	0.7	83
CCN(CC)C(=O)n1c(Cc2ccccc2)nc2ccccc21	107	3	-3	-8	3	-8	-17	-2.4	102
N=C1/C(=C\c2ccc(SCc3ccccc3)o2)C(=O)N=C2SC=NN12	93	-5	9	7	-2	-4	-4	-0.7	92
COC(=O)c1cc(=O)n(Cc2cccs2)c(=Nc2ccc(F)cc2)s1	106	2	5	-3	32	14	-9	-1.1	99

# Profiles as entered above:
# `CCCCN1C(=O)C2C3C=CC(C2C1=O)C1C2C(=O)N(CCCC)C(=O)C2C31` (stereo unspecified) as listed: MEKK3 PB1 HTS: 94; MEKK2mut PB1 HTS: 5; PfM18AAP inh: 6; GPR7 antagonist: 0; PHOSPHO1 block: -11; NALP1 yeast inh: 12; DNA FID counter: -7; OXTR agonist: 0.7; MEKK2 WT-MEK5: 83
# `Cc1cccc(C(=O)NC(=S)N2CCc3ccccc3C2)c1` as listed: MEKK3 PB1 HTS: 99; MEKK2mut PB1 HTS: -4; PfM18AAP inh: 9; GPR7 antagonist: -9; PHOSPHO1 block: -1; NALP1 yeast inh: 23; DNA FID counter: -16; OXTR agonist: -1.8; MEKK2 WT-MEK5: 98

# Following part.
SMILES	MEKK3 PB1 HTS	MEKK2mut PB1 HTS	PfM18AAP inh	GPR7 antagonist	PHOSPHO1 block	NALP1 yeast inh	DNA FID counter	OXTR agonist	MEKK2 WT-MEK5
COC(=O)c1cnn(-c2nc(-c3ccccc3)cs2)c1N	100	-1	-7	3	nt	8	-15	-1.5	103
CCc1cccc(C)c1NC(=O)CN(C)Cc1ccccc1F	98	-2	1	1	0	36	-15	-0.7	96
NC(=O)CC(NC(=O)Cc1cccc2ccccc12)c1ccc(NCC2CC2)c([N+](=O)[O-])c1 (stereo unspecified)	110	4	nt	nt	25	nt	nt	-0.5	106
COC(=O)C(C(=O)OC)C(c1ccccc1)C(C(=O)c1ccccc1)[N+](=O)[O-] (stereo unspecified)	98	-1	-8	-19	12	19	0	-0.7	107
Cc1ccnc(NC(=O)c2ccco2)n1	105	2	3	10	-4	-25	8	-0.9	103
O=C(Nc1ccc(Oc2ccccc2)cc1)c1ccc(Cn2c(=O)[nH]c3ccsc3c2=O)cc1	110	-3	2	-2	-14	25	-8	-0.7	99
CC(C)CNS(=O)(=O)c1ccc(CCC(=O)NCc2cccnc2)cc1	102	-2	-7	6	9	19	-6	0.3	102
CCOc1ccc(CN2CCNC(=O)C2CC(=O)NC2CCCCCC2)cc1 (stereo unspecified)	100	9	4	-8	21	3	-29	-0.1	122
CCOC(=O)CSCC(=O)Nc1ccc(S(=O)(=O)N2CCCCC2)cc1	93	2	2	-3	-13	14	-17	0.8	87
Cc1ccccc1C(=O)Nc1ccc(N2CCCC2)cc1	96	-3	23	-2	-20	3	4	-1.5	93

# Only DNA FID counter, PHOSPHO1 block and GPR7 antagonist, for 2 of the compounds above:
molecule,DNA FID counter,PHOSPHO1 block,GPR7 antagonist
CCOC(=O)CSCC(=O)Nc1ccc(S(=O)(=O)N2CCCCC2)cc1,-17,-13,-3
Cc1ccccc1C(=O)Nc1ccc(N2CCCC2)cc1,4,-20,-2

# Next part:
SMILES	MEKK3 PB1 HTS	MEKK2mut PB1 HTS	PfM18AAP inh	GPR7 antagonist	PHOSPHO1 block	NALP1 yeast inh	DNA FID counter	OXTR agonist	MEKK2 WT-MEK5
COCCOC(=O)C1=C(C)N=C2SCCC(=O)N2C1c1ccc(C(=O)OC)cc1 (stereo unspecified)	107	1	3	-4	20	8	-11	0.2	104
O=C(CSc1nc(C2CC2)nc2ccccc12)Nc1ccccc1N1CCOCC1	103	0	-5	-4	24	2	-14	-2.6	98
CC(/C=N/NC(=O)c1cccs1)=C\c1ccccc1	93	-10	-15	-9	7	-12	-10	-1.7	89
O=C(CN(Cc1ccccc1)C(=O)CSc1nnc(COc2ccccc2)o1)NC1CCCC1	112	4	2	-3	-14	12	-4	-0.3	112
CCOC(=O)CC1C(=O)NCCN1S(=O)(=O)c1ccc(OC)cc1 (stereo unspecified)	101	2	6	1	46	-6	-12	0.0	104
CC(=O)N(Cc1cc(=O)[nH]c2ccccc12)c1ccc(C)cc1C	107	7	-2	-2	nt	-2	-32	-1.1	109
CC(C)(C)C(=O)COC(=O)c1ccc2c(c1)C(=O)N(Cc1ccco1)C2=O	102	-1	1	-17	31	-19	-16	1.3	98
O=C(Nc1nnc(-c2ccco2)o1)c1cccc2ccccc12	102	13	4	-7	6	-4	1	0.7	117
O=C(CN1CCN(c2ccccc2F)CC1)c1c[nH]c2ccc(F)cc12	100	1	-9	1	19	17	8	6.5	105
CSC1=C(C#N)C(CC(C)C)C(C(C)=O)=C(C)N1 (stereo unspecified)	101	2	-1	-2	12	3	-6	-1.6	98
CCn1c(CNc2ccc(OC)cc2)nnc1SCC(=O)N1CCCc2ccccc21	101	-3	0	-9	6	9	-26	0.1	97
CCOc1cccc(C(=O)Nc2ccc3[nH]ncc3c2)c1	100	2	-4	-6	nt	26	-5	-1.4	107
CC(C)OC(=O)[C@H]1[C@H](c2ccc(Cl)cc2)[C@@](C#N)(C(N)=O)[C@@H]2C=CC(C(N)=O)=CN21	102	1	6	4	4	11	-10	nt	102
O=C(/C=C/c1ccccc1)CC(O)(c1ccccc1)C(F)(F)C(F)F (stereo unspecified)	108	2	7	5	0	7	-12	-1.1	102
COc1ccc(C(=O)NCc2nnc(SC)n2C2CCCCC2)cc1	109	17	-3	11	27	2	-22	-0.5	112
O=C1c2ccccc2C(=O)N1c1ncccn1	96	-2	-7	9	-21	-5	7	-0.8	95
O=C(CN(Cc1ccccc1)C(=O)CCC(=O)Nc1nccs1)NCc1ccco1	108	9	-1	2	-7	-5	-12	-0.3	102
Fc1cccc(Cc2noc(CN3CCCCC3c3ccccn3)n2)c1 (stereo unspecified)	100	-14	0	-1	45	7	-29	-0.1	91
Nc1nc(-c2ccc3c(c2)OCCO3)c(CC(=O)O)s1	101	1	-3	2	14	1	-13	nt	101
Cc1ccccc1Cn1c(=O)n(-c2ccccc2)c(=O)c2ccc(C(=O)NCc3ccco3)cc21	107	-3	2	-3	1	27	-3	0.5	101
O=C(NCc1ccccc1)C1=C[C@H](C2CC2)C[C@H](OCCCCO)O1	106	8	6	-15	-12	-6	-18	0.0	108
O=C(Cn1[nH]c(=O)c2ccccc2c1=O)Nc1cccnc1	103	3	4	-10	-10	11	-8	0.5	107
Fc1cccc(Cc2noc(CN3CCC(c4ccncc4)CC3)n2)c1	105	1	-17	-6	27	16	-15	2.6	106
CCOC(=O)c1ccc(NC(=S)N(CCCN2CCCCCC2)Cc2ccco2)cc1	85	-2	4	3	-14	42	12	0.3	100
O=C(Cc1cccs1)NCc1ccc(Cl)cc1	106	10	3	-14	34	0	-4	-1.6	105
COC(=O)Cn1c(CN2CCc3ccccc3C2)nc2c1c(=O)n(C)c(=O)n2C	97	6	nt	nt	22	nt	nt	-0.6	100
Cc1nn(-c2ccccc2)c(C)c1-c1ccccc1O	105	4	7	-5	19	13	-20	0.5	110
COc1ccc(C(CC(=O)O)NC(=O)C(c2ccccc2)c2ccccc2)cc1 (stereo unspecified)	104	5	-6	1	39	3	-33	-0.6	106
CC(=O)OC(C(=O)Nc1nccs1)c1ccccc1 (stereo unspecified)	101	2	4	16	24	1	-5	0.8	98
CC1(C)CC(NC(=O)Cc2ccccc2)CC(C)(C)N1	106	0	1	-7	-29	11	-4	0.3	105
CCOC(=O)c1ccccc1NC(=O)C1CSC2(C)CCC(=O)N12 (stereo unspecified)	104	0	0	-21	13	0	-22	-0.9	103
Fc1ccccc1CNC(=S)NCc1ccc(Cl)cc1	98	-6	2	0	21	-7	-9	4.8	92
COc1ccc(-c2nc(Cc3ccc(Cl)cc3)no2)cc1OC	105	8	-1	-9	17	42	-4	0.2	107
Cc1cc(Cl)c(S(=O)(=O)NC2CCCCC2)cc1OCC(=O)Nc1nncs1	91	-10	7	-5	-1	4	-31	11	93
S=C(NCCCN1CCOCC1)Nc1ccc(N2CCOCC2)cc1	106	-10	2	-18	-13	8	-10	1.2	88
Cc1ccc(/C=N/NC(=O)c2ccc(OC3CCCC3)cc2)o1	100	-3	21	0	nt	27	-10	nt	101
Cc1ccc(N2C(=O)CC(Sc3ccccc3C(=O)O)C2=O)cc1C (stereo unspecified)	107	0	-4	-1	34	36*	-1	0.1	101

# Screening results deposited in PubChem BioAssay by several laboratories.
